High-throughput results: PubChem BioAssay, several laboratories
VIM-2 inhibitor: inhibitors of Pseudomonas aeruginosa VIM-2 metallo-beta-lactamase; purified VIM-2, nitrocefin hydrolysis, epi-absorbance fluorescence; inhibition, % at 5.6 µM; hit rate 0.89% among 290,000; AID 1527;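 active = inhibition above the mean of all tested compounds plus 3 SD, cutoff set per screening run, cut at about 7.5% in these data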;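 note: red hydrolysis product quenches plate fluorescence so inhibitors raise well fluorescence; 0% = enzyme with DMSO and 100% = DMSO without enzyme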
IDE act: activators of human insulin-degrading enzyme in cells | P14735 | HEK cells, FAbeta-B cleavage, fluorescence polarization; 0% vehicle, 100% cell-free pure enzyme wells | activation, % at 5.96 µM | hit rate 0.073% among 340,000;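 active = activation above the mean of all tested compounds plus 3 SD, set per screening campaign, cut at about 17% in these data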
GalR3 antagonist: blocks the human galanin receptor 3. HEK293 GalR3-CNG cAMP membrane potential fluorescence; galR3 body fused to GalR1 C-terminus. hit rate 0.44% among 360,000. O60755. inhibition, % at 3 µM;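 active = inhibition above the screen-wide average plus 3 SD, cut at about 13% in these data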;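 note: forskolin and galanin both at EC90 stimulate the cells; cAMP rise reported by CNG channel membrane potential dye signal; 0% = forskolin plus galanin with DMSO and 100% = forskolin alone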
SUMO HTRF inh: inhibitors of human SUMOylation (UBC9); P63279; HTRF SUMOylation assay, SAE1/SAE2 + UBC9, in vitro; inhibition, % at 35 µM; hit rate 0.36% among 290,000; in the data active = inhibition above about 50%, passing the limit was not always enough; inconclusive = no clear call, values can overlap the other calls; note: strong numbers were not always called active
p-CIP stab down: p/CIP protein destabilization. F442A p/CIP-EGFP cells, EGFP fluorescence, 16 h. decrease of EGFP signal, % at 10 µM. hit rate 0.01% among 290,000;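 active = EGFP signal decrease of at least 30% at 10 µM or well 3 SD below plate mean, unless failing retest; inactive = the rest, including hits failing retest or dose response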; note: some compounds called inactive have numbers as strong as hits; many of its hits are not listed in these tables
Target sequence (Q05BA5 1-1403): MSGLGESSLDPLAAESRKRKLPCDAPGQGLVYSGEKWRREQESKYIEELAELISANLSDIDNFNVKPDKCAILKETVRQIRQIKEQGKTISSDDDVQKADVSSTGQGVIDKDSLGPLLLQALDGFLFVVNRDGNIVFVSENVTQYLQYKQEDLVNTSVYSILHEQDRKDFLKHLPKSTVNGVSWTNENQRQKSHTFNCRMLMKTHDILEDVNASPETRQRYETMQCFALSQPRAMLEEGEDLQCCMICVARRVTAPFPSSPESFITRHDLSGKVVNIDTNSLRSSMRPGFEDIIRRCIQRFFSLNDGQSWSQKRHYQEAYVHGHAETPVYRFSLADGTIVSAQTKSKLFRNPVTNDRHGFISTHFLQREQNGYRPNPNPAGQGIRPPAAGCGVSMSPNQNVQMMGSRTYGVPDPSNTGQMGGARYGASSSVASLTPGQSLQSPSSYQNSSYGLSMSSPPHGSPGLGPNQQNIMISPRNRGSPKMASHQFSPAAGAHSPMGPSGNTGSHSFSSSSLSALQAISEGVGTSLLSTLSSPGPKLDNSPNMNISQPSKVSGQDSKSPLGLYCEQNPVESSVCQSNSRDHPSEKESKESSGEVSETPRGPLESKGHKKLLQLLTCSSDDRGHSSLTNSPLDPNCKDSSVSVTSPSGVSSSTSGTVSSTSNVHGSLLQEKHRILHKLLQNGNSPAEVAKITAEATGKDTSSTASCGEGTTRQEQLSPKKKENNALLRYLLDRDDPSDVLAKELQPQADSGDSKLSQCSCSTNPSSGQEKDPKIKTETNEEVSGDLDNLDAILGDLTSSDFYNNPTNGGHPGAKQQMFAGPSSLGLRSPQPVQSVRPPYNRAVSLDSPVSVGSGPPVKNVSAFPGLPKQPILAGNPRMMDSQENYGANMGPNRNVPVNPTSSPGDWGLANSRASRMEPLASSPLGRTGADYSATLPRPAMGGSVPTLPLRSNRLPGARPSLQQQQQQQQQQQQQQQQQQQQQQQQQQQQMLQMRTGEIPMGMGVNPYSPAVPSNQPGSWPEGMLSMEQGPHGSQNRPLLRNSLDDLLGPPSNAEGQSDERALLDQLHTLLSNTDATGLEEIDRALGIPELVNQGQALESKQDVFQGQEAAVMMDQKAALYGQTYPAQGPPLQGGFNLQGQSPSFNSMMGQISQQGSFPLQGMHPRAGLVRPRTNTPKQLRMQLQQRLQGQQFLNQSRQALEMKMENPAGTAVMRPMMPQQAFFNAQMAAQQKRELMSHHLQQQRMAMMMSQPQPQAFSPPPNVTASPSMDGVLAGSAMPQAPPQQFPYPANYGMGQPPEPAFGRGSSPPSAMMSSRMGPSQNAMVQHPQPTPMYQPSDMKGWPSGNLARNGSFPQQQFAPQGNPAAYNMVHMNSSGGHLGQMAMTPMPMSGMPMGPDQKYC
CRFBP-R2 block: antagonists of CRF-binding protein/CRF-R2 receptor complex; HEK293 CRF-R2/CRF-BP, CRF-induced calcium fluorescence; inhibition, % at 11.8 µM; hit rate 0.59% among 350,000; AID 588475;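 active = inhibition of the ligand-induced calcium signal above about 50% at the single tested concentration, limit read from the data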
IMP-1 inhibitor: blocks Pseudomonas aeruginosa IMP-1 metallo-beta-lactamase; purified IMP-1, nitrocefin hydrolysis, epi-absorbance fluorescence; inhibition, % at 5.6 µM; hit rate 0.45% among 290,000; AID 1556;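 active = inhibition above the mean plus 3 SD of all compounds in the same screening run, cut at about 4.5% in these data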;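 note: 0% = IMP-1 with DMSO and 100% = DMSO wells lacking enzyme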
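System: purified IMP-1 / Input: IMP-1 dispensed at 0.2 nM / Medium: 50 mM HEPES pH 7.1, 50 µM ZnSO4, 0.05% Brij 35 / Timing: 15 min enzyme–compound preincubation, then 25 min nitrocefin reaction, 25 °C / Technique: plate fluorescence quenching by hydrolysis product, ex 480/em 530 nm / Repeats: singlicate testing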
IDE inh: inhibitors of human insulin-degrading enzyme in cells | P14735 | HEK cells, FAbetaB cleavage, fluorescence polarization | inhibition, % at 5.59 µM | hit rate 0.41% among 320,000;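 active = percent inhibition above the average of all tested compounds plus 3 SD, set per screening campaign, cut at about 16% in these data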;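 note: IDE supplied by intact live HEK cells; FP after avidin binding of uncleaved biotin substrate so inhibition keeps polarization high; 0% = DMSO wells and 100% = 60 µM reference IDE inhibitor Ii1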
HCV NS3 hel inh: blocks Hepatitis C virus NS3 helicase unwinding; NS3 helicase DNA unwinding, Cy5 molecular beacon fluorescence; inhibition, % at 10.9 µM; hit rate 0.56% among 290,000;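 active = inhibition above the mean of all tested compounds plus 3 SD, set per campaign, cut at about 35% in these data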;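 note: 0% = DMSO wells and 100% = thioflavine S control wells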
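System: NS3 helicase fragment of HCV / Schedule: 1 h at 25 °C / Control set: DMSO alone as 0% and 110 µM thioflavine S as 100% / Reagent: Cy5/quencher beacon DNA duplex and ATP to start / Technique: Cy5 fluorescence / Replication: singlicate / Evaluation: % inhibition of end-to-start signal ratio versus controls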
Starred values were filed as active, the others as inactive; ? = inconclusive; . = no result given.

SMILES | VIM-2 inhibitor | IDE act | GalR3 antagonist | SUMO HTRF inh | p-CIP stab down | CRFBP-R2 block | IMP-1 inhibitor | IDE inh | HCV NS3 hel inh
COc1ccc(-n2c(SCC(=O)NC3CCCCC3)nc3ccsc3c2=O)cc1 | -3.5 | 4 | -4 | -2 | -14 | 7 | -2.2 | -6 | 0
COc1ccc(NC(=O)C(=O)NCCC2CCCCN2S(=O)(=O)c2cccs2)cc1 (centres undefined) | . | -3 | 5 | . | . | 4 | . | -4 | .
N#C/C(=C\c1c[nH]c2ccccc12)C(=O)NC1CCCC1 | -3.3 | 2 | -10 | -2 | -2 | 13 | -3.2 | 4 | 1
COC(=O)C(O)(CC(=O)Nc1cc(Cl)ccc1Cl)C(F)(F)F (centres undefined) | -0.8 | 5 | 0 | 1 | 1 | 10 | 0.1 | -3 | 3
Cc1ccccc1NC(=O)/C(C#N)=C\c1cccnc1 | -1.0 | 0 | -6 | -5 | -2 | -29 | -1.0 | -3 | -1
CCOC(=O)c1ccc(Nc2cc(C)nc(-c3ccccc3O)n2)cc1 | -2.1 | 2 | -1 | 21 | -13 | -14 | -3.5 | 2 | 0
CCC1=C(OC(=O)N(CC)CC)N2C(=O)OC(=NCC(=O)OC)[C@]2(Cc2ccccc2)[C@H]2C1=CC[C@H]1C(=O)N(CC(=O)OC)C(=O)[C@H]12 | . | 3 | 2 | -18 | -2 | -1 | . | -1 | .
COCC(=O)N1CCC(Oc2ccc(C(=O)N3CCCCCCC3)cc2)CC1 | -2.3 | 2 | -1 | -7 | -3 | -16 | -3.3 | 8 | -3
COC(=O)c1ccccc1NC(=O)N1CCN(Cc2ccco2)CC1 | -0.4 | 5 | 0 | 4 | 1 | 8 | -3.4 | 0 | -4
CCCCN1C(=N)N([C@@H](CCC)CN2CCC[C@H]2CN2C(N)=NC[C@@H]2Cc2ccccc2)C[C@H]1[C@H](C)CC | . | 0 | -2 | . | . | 8 | . | -3 | .
CC(=O)Nc1ccc(NC(=O)Cn2c(-c3ccc(F)cc3)cnc2SCC(=O)Nc2c(C)cccc2C)cc1 | -3.0 | 4 | -4 | 51* | -3 | 4 | -0.1 | -5 | 7
CN(C(=O)c1ccc(NC(=O)Cc2ccc(NC(=O)C3CCN(C(=O)C4CCCC4)CC3)cc2)cc1)C1CC1 | . | 4 | -5 | . | . | 6 | . | 0 | .
CCOc1ccc(N2C(=O)C3C4C=CC([C@H]5CC45)[C@@H]3C2=O)cc1 (some centres undefined) | -3.5 | 4 | -7 | 1 | -14 | -5 | -1.4 | 7 | -2
Cc1ccc(C(=O)N2CCN(c3ccccc3F)CC2)cc1NC1=NC2CS(=O)(=O)CC2S1 (centres undefined) | 0.3 | 4 | -7 | 10 | -4 | 6 | 0.6 | 0 | 1
CCCNS(=O)(=O)c1ccc(OC)c(Cl)c1Cl | -2.6 | 8 | -1 | -1 | -8 | 13 | -3.4 | -1 | 5
Cc1ccc(-c2nc(CSc3nc4ccccc4c(=O)n3C)cs2)cc1 | 1.9 | 5 | -3 | -1 | -4 | 1 | -2.2 | 3 | 4
C/C(=N/OC(=O)C1CC1c1ccccc1)c1ccccc1 (centres undefined) | -1.7 | -4 | -4 | -33 | 0 | -2 | -0.2 | 2 | -6
COc1ccc(NC(=O)CCS(=O)(=O)c2ccc(OC)cc2)cc1 | -2.2 | 0 | -3 | -7 | -4 | -12 | -0.8 | 1 | -9
CN1CCc2cccc3c2C1Cc1ccc(O)c(O)c1-3 (centres undefined) | -2.4 | -4 | . | 5 | 7 | -9 | -2.5 | 0 | -14
Nc1nonc1-n1nnc(C(=O)N/N=C/c2ccc(Cl)cc2Cl)c1CN1CCCC1 | 2.4 | 1 | -8 | 4 | -28 | 7 | 1.4 | 1 | 7
CC1CCCC(NC(=O)Cn2cc([N+](=O)[O-])ccc2=O)C1C (centres undefined) | . | 3 | -2 | . | . | 0 | . | 4 | .
CSCCC(=O)N1CCCC(N(C)CCc2ccccc2)C1 (centres undefined) | -2.0 | 3 | -3 | 9 | -5 | -7 | -0.8 | 0 | -2
CC1CN(Cc2cc(=O)[nH]c(C3CC3)n2)CC(C)O1 (centres undefined) | -0.5 | 4 | 1 | -2 | 1 | 11 | -1.4 | -1 | 7
CCC1=C2CC[C@H]3C(=O)NC(=O)[C@H]3[C@H]2[C@@]2(Cc3ccccc3)C(=NCC(=O)OC)OC(=O)N2C1=O | . | 0 | -6 | 7 | 0 | -12 | . | 5 | .
CN1CCN(NC(=O)c2cccc(Br)c2)CC1 | -0.4 | 1 | 5 | -21 | 2 | -31 | -0.8 | -5 | 2

3 compounds out of the list above, sorted by the value under IDE act, descending.
| SMILES | IDE act |
| --- | --- |
| CCCNS(=O)(=O)c1ccc(OC)c(Cl)c1Cl | 8 |
| Cc1ccc(-c2nc(CSc3nc4ccccc4c(=O)n3C)cs2)cc1 | 5 |
| Cc1ccc(C(=O)N2CCN(c3ccccc3F)CC2)cc1NC1=NC2CS(=O)(=O)CC2S1 (centres undefined) | 4 |

The listing picks up, repeating the two entries before the break.
SMILES | VIM-2 inhibitor | IDE act | GalR3 antagonist | SUMO HTRF inh | p-CIP stab down | CRFBP-R2 block | IMP-1 inhibitor | IDE inh | HCV NS3 hel inh
CCC1=C2CC[C@H]3C(=O)NC(=O)[C@H]3[C@H]2[C@@]2(Cc3ccccc3)C(=NCC(=O)OC)OC(=O)N2C1=O | . | 0 | -6 | 7 | 0 | -12 | . | 5 | .
CN1CCN(NC(=O)c2cccc(Br)c2)CC1 | -0.4 | 1 | 5 | -21 | 2 | -31 | -0.8 | -5 | 2
FC(F)C(F)(F)c1cc(-c2ccc(Cl)cc2)n[nH]1 | 3.8 | . | 1 | 6 | 4 | -74 | -0.5 | -3 | 18
CC1=[N+](C)N(c2ccccc2)C(=O)C1N=Cc1ccccc1Cl (centres undefined) | -2.2 | 3 | -4 | 7 | -8 | -11 | -5.0 | -4 | -1
Cc1nn(C)cc1CN1CCC(n2nccc2NC(=O)CCCc2ccccc2)CC1 | -0.6 | 0 | -2 | 11 | -17 | 10 | -1.4 | -2 | -6
CCNC(=S)N1CCn2cccc2C1c1ccc(F)cc1 (centres undefined) | 1.4 | 8 | -2 | 9 | 10 | 3 | -2.1 | 6 | -1
Cc1c(C(=O)Nc2c(N)nc(SCC(=O)NCC3CCCO3)[nH]c2=O)cccc1[N+](=O)[O-] (centres undefined) | -1.0 | 3 | -5 | 7 | -8 | 6 | -2.4 | -1 | 2
Cc1ccsc1CN(C)C(=O)c1cc(S(=O)(=O)N2CCOCC2)ccc1N1CCCC1 | . | 3 | -6 | . | . | 6 | . | -1 | .
Cc1cccc(NC(=O)CCN2CC(C)OC(C)C2)c1 (centres undefined) | -0.8 | -3 | 2 | 17 | -12 | -10 | -1.0 | 1 | -5
Oc1ccc(-c2nc3ccccn3c2NCc2ccco2)cc1 | -0.9 | 7 | -4 | 45 | -6 | -39 | -1.5 | -13 | -3
CCc1nn2cc(-c3ccccc3)nc2s1 | -1.9 | -6 | 1 | 0 | 1 | 11 | -3.5 | -1 | -4
CC(C)CNC(CC(=O)O)c1ccccc1 (centres undefined) | -3.8 | -3 | 1 | 7 | -5 | 5 | -2.6 | -8 | 5
Cc1cc(C)n(-c2ccc(C(=O)OCC(=O)Nc3ccc(Cl)c(S(=O)(=O)N(C)C)c3)cc2)n1 | -2.6 | 2 | -4 | -3 | 2 | 7 | -3.5 | 0 | -2
C/C(=N\NC(=O)Cc1c[nH]c2ccccc12)c1ccc2ccccc2c1 | 0.9 | -3 | 0 | -8 | 1 | -13 | 0.4 | 1 | 0
NS(=O)(=O)c1cnccc1Nc1cccc(Br)c1 | . | -6 | -2 | . | . | 0 | . | 6 | .
Cc1ccc(S(=O)(=O)N2[C@@H](c3ccccc3F)C(C(=O)O)=CC[C@H]2c2ccc(C(C)C)cc2)cc1 | . | -4 | -5 | . | . | 5 | . | 0 | .
O=C(CSc1nc(-c2ccccc2)nc2c1Cc1ccccc1O2)Nc1ccc(C(=O)O)cc1 | 0.2 | 3 | -2 | ? | 9 | 16 | -2.3 | . | 10
Cc1sc2nc(CN3CCOCC3)nc(N3CCN(S(=O)(=O)c4ccccc4)CC3)c2c1C | . | 0 | -1 | . | . | -4 | . | 3 | .
CCOC(=O)c1cccc(NC(=O)CCc2nc(-c3ccc(C)cc3)no2)c1 | -5.4 | -7 | -1 | 16 | -3 | 3 | -6.6 | 1 | 3
COCCN(Cc1ccccc1)C(=O)c1ccc2c(c1)NC(=O)CS2 | . | 6 | -7 | . | . | 5 | . | 0 | .
CN(C)c1ccc(C(=O)Nc2cccc(S(=O)(=O)N3CCCC3)c2)cc1 | . | -1 | -7 | . | . | 0 | . | 1 | .
O=C(NCC(=O)N1CCN(C(=O)c2ccco2)CC1)c1ccc(Cl)cc1 | . | 0 | -3 | . | . | 13 | . | 6 | .
CCOC(=O)C1C(=O)C=C(/C=C/c2ccccc2)CC1c1ccc(Cl)cc1 (centres undefined) | 1.2 | 0 | -3 | -4 | 4 | 17 | -1.0 | 2 | 3
CCN(CC)c1ccc(/C=N/NC(=O)Cc2nnc(NC(=O)Nc3ccccc3)s2)cc1 | -2.7 | 1 | -4 | 16 | 8 | 12 | -2.4 | 8 | 3
Cc1ccc(S(=O)(=O)c2nc(-c3ccco3)oc2NCC2CCCO2)cc1 (centres undefined) | 0.1 | 8 | -4 | 1 | -9 | 12 | -0.3 | -2 | -1
CC(=O)Nc1ccc(NC(=O)C(F)(F)F)cc1 | -0.6 | -1 | -5 | -10 | -17 | 12 | 0.4 | 3 | -10
S=C1NC2(CCCCC2)Nc2ccccc21 | -1.6 | 2 | -5 | 16 | -5 | -3 | -0.2 | 1 | 2
CCOC(=O)c1cc(-c2ccc(F)cc2)n(CC(=O)N2CCCC2)c1C | 2.1 | 3 | 1 | -13 | -3 | -18 | -0.2 | 8 | 0
c1ccc2oc(NC3=NCN(CC4CCCO4)CN3)nc2c1 (centres undefined) | 1.0 | 4 | -5 | 12 | -7 | -42 | -1.4 | 2 | 6
COc1cc(OC)cc(-c2c(-c3ccc(C(C)=O)cc3)c3cc(-c4cccc5[nH]ccc45)ccc3n2C)c1 | . | -3 | 0 | . | . | 2 | . | 5 | .

Some entries already given, limited to p-CIP stab down, CRFBP-R2 block and SUMO HTRF inh:
molecule | p-CIP stab down | CRFBP-R2 block | SUMO HTRF inh
Cc1cc(C)n(-c2ccc(C(=O)OCC(=O)Nc3ccc(Cl)c(S(=O)(=O)N(C)C)c3)cc2)n1 | 2 | 7 | -3
C/C(=N\NC(=O)Cc1c[nH]c2ccccc12)c1ccc2ccccc2c1 | 1 | -13 | -8
NS(=O)(=O)c1cnccc1Nc1cccc(Br)c1 | . | 0 | .
Cc1ccc(S(=O)(=O)N2[C@@H](c3ccccc3F)C(C(=O)O)=CC[C@H]2c2ccc(C(C)C)cc2)cc1 | . | 5 | .
